Source: PubChem BioAssay
ERp5 inh – ERp5 (human) disulfide isomerase inhibition; Q15084; ERp5 insulin aggregation, absorbance 650 nm, 90 min; inhibition, % at 9.99 µM; hit rate 0.05% among 350,000;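 active = mean replicate inhibition above about 25%, with every replicate also reaching it, limit read from the data, passing the limit was not always enough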
Target sequence (Q15084 whole entry, looked up): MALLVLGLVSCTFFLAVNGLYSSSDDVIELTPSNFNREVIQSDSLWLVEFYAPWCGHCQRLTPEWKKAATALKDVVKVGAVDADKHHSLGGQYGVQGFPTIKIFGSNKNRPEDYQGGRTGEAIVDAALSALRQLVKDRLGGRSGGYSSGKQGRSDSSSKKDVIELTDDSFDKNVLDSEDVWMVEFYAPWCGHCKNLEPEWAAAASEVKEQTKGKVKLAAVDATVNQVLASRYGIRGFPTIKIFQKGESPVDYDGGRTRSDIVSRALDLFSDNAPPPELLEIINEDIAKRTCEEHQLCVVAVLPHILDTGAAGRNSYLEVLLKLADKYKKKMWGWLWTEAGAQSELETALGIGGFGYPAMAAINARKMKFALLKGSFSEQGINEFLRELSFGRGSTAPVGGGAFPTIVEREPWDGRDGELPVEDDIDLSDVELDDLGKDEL
ARNT-TACC3 inh – disruptors of human ARNT/TACC3 interaction. hit rate 0.66% among 390,000. inhibition, % at 9.99 µM. AlphaScreen His-ARNT PAS-B/GST-TACC3 binding, luminescence; TACC3 fragment carries E629A point mutation;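 active = mean inhibition of replicates at least 50% and at least half of replicates each reaching 50%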;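 note: 0% = complete ARNT plus TACC3 wells and 100% = ARNT alone without TACC3; many hits fall short of the cut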
Statin myotox sup – suppressors of simvastatin-induced myotoxicity in C2C12 myotubes | hit rate 0.78% among 330,000 | ATP luminescence, 48 h; scaled: DMSO 0, geranylgeraniol control 100 | rescue of ATP level, % at 7.49 µM | AID 602340;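 active = mean ATP rescue above about 67%, or every replicate alone reaching that limit, limit read from the data, passing the limit was not always enough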;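 note: myotubes were challenged with 10 µM simvastatin during compound exposure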
esBAF inh – SWI/SNF esBAF complex inhibition; mouse ES cells, Bmi1-luciferase knock-in reporter, 24 h; 100% = twice the neutral-well signal; reporter increase, % at 12.5 µM; hit rate 2% among 350,000; in the data active = activation above about 40%;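 note: 0% = median of the plate's neutral control wells and 100% = double that signal; a rise in the Bmi1 reporter signal indicates esBAF inhibition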
Cneo AK release – causes C. neoformans cell lysis | adenylate kinase release luminescence, 4 h; normalised: neutral wells 0, clomiphene wells 100 | lysis activity, % at 15 µM | hit rate 0.2% among 360,000 | AID 651654;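 active = mean lysis activity across replicates of at least 80%, whatever share of replicates individually reach that level; inactive = mean lysis activity below 80%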
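Assay system: C. neoformans cells. Amount: yeast cell density of 5 × 10^6 cells/mL. Technique: AK luminescence. Buffer or medium: YPD. Times: static 4 h at 37 °C with compound, 1 h detection. Dosing: single-point compound dose. Read-out: lysis from increased AK signal.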
SIRT5 block – blocks human SIRT5 desuccinylation of peptide. inhibition, % at 15 µM. Q9NXA8. hit rate 1.1% among 330,000. AID 652115. Purified SirT5, succinyl-peptide AMC, trypsin-coupled fluorescence; in the data active = inhibition above about 15%
Target sequence (Q9NXA8 whole entry, looked up): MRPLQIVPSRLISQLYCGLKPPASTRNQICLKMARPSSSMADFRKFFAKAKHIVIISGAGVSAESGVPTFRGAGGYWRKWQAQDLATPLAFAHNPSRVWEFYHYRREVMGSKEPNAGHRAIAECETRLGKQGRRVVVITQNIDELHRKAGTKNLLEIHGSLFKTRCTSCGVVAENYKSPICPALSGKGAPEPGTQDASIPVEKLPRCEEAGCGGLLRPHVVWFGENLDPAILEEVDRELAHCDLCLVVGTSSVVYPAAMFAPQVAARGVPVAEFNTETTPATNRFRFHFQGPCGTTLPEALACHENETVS
miR122 inh – inhibitors of miR-122 in Huh7 cells | hit rate 0.3% among 340,000 | activation (reporter increase), % at 12.5 µM | Huh7 miR-122 Renilla luciferase sensor, 48 h; neutral wells = 0, positive control = 100;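 active = mean replicate activation score at least 90 and every replicate individually at or above 90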;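 note: higher luciferase means less miR-122 activity so hits act as miR-122 inhibitors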
Starred values were filed as active, the others as inactive; · = not tested or not shown; & = joins results of further samples; [ ] = dose if it differs, or a comment. Rows were taken by chance. About 4% of those tested had a hit in this group.

The first four compounds (preview)
SMILES	ERp5 inh	ARNT-TACC3 inh	Statin myotox sup	esBAF inh	Cneo AK release	SIRT5 block	miR122 inh
CC(C)c1ccc(N2C(=O)C(Cl)=C(N3CCOCC3)C2=O)cc1	-4	3	9	-5	·	0	-13
C[C@@H]1CCCCO[C@@H](CN(C)Cc2ccncc2)[C@H](C)CN([C@H](C)CO)C(=O)c2cc(NC(=O)c3ccncc3)ccc2O1	3	-4	·	·	-2	-5	2[16.7 µM]
CC1(C)C2CCC1(C)C(NC(=O)CCN1CCCCC1)C2 (stereo not drawn)	·	2	-2	-5	-1	·	0
Cc1c(NC(=O)c2cccc(NC(=O)Cc3ccccc3F)c2)c(=O)n(-c2ccccc2)n1C	3	-3	-2	-4	-1	-4	-5

The whole of this part, from the start:
SMILES	ERp5 inh	ARNT-TACC3 inh	Statin myotox sup	esBAF inh	Cneo AK release	SIRT5 block	miR122 inh
CC(C)c1ccc(N2C(=O)C(Cl)=C(N3CCOCC3)C2=O)cc1	-4	3	9	-5	·	0	-13
C[C@@H]1CCCCO[C@@H](CN(C)Cc2ccncc2)[C@H](C)CN([C@H](C)CO)C(=O)c2cc(NC(=O)c3ccncc3)ccc2O1	3	-4	·	·	-2	-5	2[16.7 µM]
CC1(C)C2CCC1(C)C(NC(=O)CCN1CCCCC1)C2 (stereo not drawn)	·	2	-2	-5	-1	·	0
Cc1c(NC(=O)c2cccc(NC(=O)Cc3ccccc3F)c2)c(=O)n(-c2ccccc2)n1C	3	-3	-2	-4	-1	-4	-5
CC(C)(C)c1ccc(S(=O)(=O)NC(=O)C2(C)CCN2C(=O)C2CCCCC2)cc1 (stereo not drawn)	1	·	-2	6	-8	19*	0
CC(=O)c1ccc(NC(=S)N2CCCCCC2)cc1	0	-2	·	·	1	-4	·
COc1cccc(NC(=O)C[C@H]2CC[C@H]3[C@H](COc4ccc(NC(C)=O)cc4C(=O)N3C)O2)c1	-2	-2	-22	4	-1	0	6[16.7 µM]
CN1C(=O)c2cc(NC(=O)c3ccc(C(F)(F)F)cc3)ccc2OC[C@@H]2O[C@@H](CC(=O)NCc3ccc4c(c3)OCO4)CC[C@H]21	2	5	-8	-5	-7	5	25[16.7 µM]
CC(C)OC(=O)CCC1(C(=O)O)CCC(=O)NC1 (stereo not drawn)	-2	-5	-5	-1	0	1	·
CC(C)CC#Cc1ccc2c(c1)O[C@H](CN(C)Cc1ccccc1F)[C@H](C)CN([C@H](C)CO)S2(=O)=O	-3	6	-39	-4	10	2	35[16.7 µM]
C[C@@H]1CN([C@@H](C)CO)C(=O)c2cc(NC(=O)C3CC3)ccc2O[C@@H]1CN(C)C(=O)Nc1ccc(F)cc1	-4	-4	-14	0	-2	1	9[16.7 µM]
NC(=O)NCC(c1ccccc1)C1CCCCC1 (stereo not drawn)	0	20	39	2	-5	-3	-6
Cc1ccc(S(=O)(=O)Nc2cccc3c2O[C@@H](CN(C)C(=O)Nc2ccccc2)[C@@H](C)CN([C@@H](C)CO)C3=O)cc1	-5	0	-52	3	-4	-2	-5[16.7 µM]
COC(=O)c1c(NC(=O)c2ccnn2C)sc(C)c1C	·	-8	0	0	2	·	1
COCCOC(=O)N1C(=O)[C@@]2(c3cc(C#CCCO)ccc31)[C@H](c1ccccc1OCCO)N1[C@H](c3ccccc3)[C@H](c3ccccc3)OC(=O)[C@H]1[C@@H]2C(=O)N1CCN(c2ncccn2)CC1	-3	16	·	·	47	19*	·

Laid out differently: entries from further up.
Compound: CN1C(=O)c2cc(NC(=O)c3ccc(C(F)(F)F)cc3)ccc2OC[C@@H]2O[C@@H](CC(=O)NCc3ccc4c(c3)OCO4)CC[C@H]21
  ERp5 inh: 2	ARNT-TACC3 inh: 5	Statin myotox sup: -8	esBAF inh: -5	Cneo AK release: -7	SIRT5 block: 5	miR122 inh: 25[16.7 µM]

Compound: CC1(C)C2CCC1(C)C(NC(=O)CCN1CCCCC1)C2 (stereo not drawn)
  ERp5 inh: ·	ARNT-TACC3 inh: 2	Statin myotox sup: -2	esBAF inh: -5	Cneo AK release: -1	SIRT5 block: ·	miR122 inh: 0

Compound: COCCOC(=O)N1C(=O)[C@@]2(c3cc(C#CCCO)ccc31)[C@H](c1ccccc1OCCO)N1[C@H](c3ccccc3)[C@H](c3ccccc3)OC(=O)[C@H]1[C@@H]2C(=O)N1CCN(c2ncccn2)CC1
  ERp5 inh: -3	ARNT-TACC3 inh: 16	Statin myotox sup: ·	esBAF inh: ·	Cneo AK release: 47	SIRT5 block: 19*	miR122 inh: ·

Compound: NC(=O)NCC(c1ccccc1)C1CCCCC1 (stereo not drawn)
  ERp5 inh: 0	ARNT-TACC3 inh: 20	Statin myotox sup: 39	esBAF inh: 2	Cneo AK release: -5	SIRT5 block: -3	miR122 inh: -6

Following part.
SMILES	ERp5 inh	ARNT-TACC3 inh	Statin myotox sup	esBAF inh	Cneo AK release	SIRT5 block	miR122 inh
COC(=O)c1c(NC(=O)CN2C(=O)NC3(CCc4ccccc4C3)C2=O)sc2c1CCCCC2 (stereo not drawn)	-7	3	·	·	·	-4	·
O=C(O)c1cccnc1SCc1cccc(Cl)c1	0	10	·	·	·	-3	·
CC1(C(=O)NCc2ccccn2)C=CCN1C(=O)c1ccccc1 (stereo not drawn)	6	5	12	5	0	·	·
CCOC(=O)C(C)Sc1ncnc2c1nnn2-c1ccc(F)cc1 (stereo not drawn)	·	-3	5	8	-5	·	-3
O=S(=O)(N[C@@H]1CC[C@@H](CCn2cc(Cc3ccccc3)nn2)O[C@@H]1CO)c1ccccc1F	-4	5	-5	3	0	-5	·
Cc1cccc(N(C(=O)Cn2nnc3ccccc32)C(C(=O)NC(C)(C)C)c2ccsc2)c1 (stereo not drawn)	3	-1	-14	-6	2	8	-2
Cc1cccc(NC(=O)NCCN2CCN(c3ccccc3)CC2)c1C	-2	-5	2	-2	0	-2	-3
CC(C)(C(=O)Nc1nccs1)c1ccccc1	1	0	·	·	-2	-1	·
CC(C)(C)C(=O)NC(CC(=O)O)c1ccccc1 (stereo not drawn)	1	-12	5	-4	1	-3	6
CCn1c(=O)c(C(=O)NNC(=O)c2ccccc2Br)c(O)c2ccccc21	6	3	·	·	0	3	-4
COc1ccc(C2C(=O)N(CCc3ccccc3)CC(=O)N2C2CCCCC2)cc1 (stereo not drawn)	·	-1	14	3	0	·	-3
CC1CCC(=C(C#N)c2nc(-c3cc4ccccc4oc3=O)cs2)CC1 (stereo not drawn)	·	-3	12	39	-1	·	-18
CC(Cl)C(=O)Nc1cc(C(C)(C)C)nn1-c1ccccc1 (stereo not drawn)	-6	-6	·	·	·	0	·
Cc1snc(SCC(=O)c2ccc(F)cc2)c1C#N	1	-7	·	·	·	0	·
O=C(CSCc1ccc(Cl)cc1Cl)Nc1nccs1	2	1	-2	-2	-2	-6	-19
NC(=O)c1ccsc1NC(=O)C1CCN(S(=O)(=O)c2cccs2)CC1	8	6	-19	2	·	-5	3
CCC(=O)Nc1ccc2c(c1)OC[C@H](C)N(C(=O)CC)C[C@@H](C)[C@H](OC)CN(C)C2=O	·	·	7	-5	·	·	22[16.7 µM]
Cn1cc(-c2ccccc2C(=O)O)c(=O)c2cc(Cl)ccc21	0	-3	6	-2	2	2	-6
CN(C)Cc1ccccc1-c1cccc2nccn12	7	·	2	-7	0	-8	2
O=C1C=C(NCCN2CCOCC2)CC(c2ccccc2)C1 (stereo not drawn)	-3	-11	10	-4	1	-3	-1
CCN(CC(=O)Nc1ccc(NC(C)=O)cc1)C(=O)CCCc1nc2ccccc2s1	-1	13	-6	-3	0	-2	-11
C[C@H]1CN([C@@H](C)CO)C(=O)c2cc(NC(=O)C3CCCCC3)ccc2O[C@H]1CN(C)C(=O)Nc1ccc2c(c1)OCO2	-2	-5&4	-7&16	0&-4	-5&-8	0	1[16.7 µM]
COc1ccc(S(=O)(=O)N2CCCCCC2)cc1C(=O)OCC(=O)NC(C)(C)C	0	-16	·	·	·	-1	·
C[C@H](CO)N1C[C@H](C)[C@@H](CN(C)C(=O)C2CCOCC2)Oc2ncc(C3=CCCCC3)cc2C1=O	8	-3	23	7	-2	-1	9[16.7 µM]
O=C(c1cc(-c2ccc(Cl)cc2)n(-c2ccc(Cl)c(Cl)c2)n1)N1CCOCC1	·	2	25	-8	-1	·	-3
CCOC(=O)c1c(C)nc(C)c(C(=O)OCC)c1-c1cccnc1	2	-15	4	-4	0	3	·
COC(=O)c1ccccc1NC(=O)CSc1n[nH]c(-c2cccnc2)n1	2	-2	·	·	·	-7	·
CCOc1cc(OCC)cc(C(=O)O)c1	·	-2	-11	1	4	·	-3
O=C(N/N=C/c1cc(Br)ccc1O)c1ccccc1Cl	·	·	-15	-63	-4	·	-6
Cc1cccc(-c2ccc([C@H]3[C@@H](CO)N4CCCCN(C(=O)NC(C)C)C[C@@H]34)cc2)c1	-4	-4	1	0	-2	1	-4[16.7 µM]
CC(/C=C1\SC(=S)N(NC(=O)c2ccc(C)cc2)C1=O)=C\c1ccccc1	·	1	2	-1	6	·	-2
Cc1sc2nc[nH]c(=O)c2c1-c1ccc(F)cc1	5	-11	1	1	-5	0	3
CC1CCCC(C)N1C(=O)COC(=O)CNC(=O)c1ccccc1F (stereo not drawn)	2	·	-1	-5	1	-3	·
Nc1nnc(SCC(=O)NC2CCCCCC2)s1	4	·	7	2	2	1	-5
Nc1ccccc1SCc1cc([N+](=O)[O-])cc2c1OCOC2	·	-5	-11	10	1	·	5
C[C@@H]1CN([C@@H](C)CO)C(=O)c2c(c3ccccc3n2C)-c2ccccc2CO[C@@H]1CN(C)C(=O)C1CC1	2	-11	4	-1	0	0	·
COc1ccc(C2CC(=O)c3cc(OC)c(OC)cc32)cc1OC (stereo not drawn)	-5	5	·	·	1	-2	-8
Cc1[nH]n(-c2ccccc2)c(=O)c1C=NCC1CCCO1 (stereo not drawn)	5	-6	5	11	0	2	1
Cc1[nH]c2ccccc2c1Cc1n[nH]c(=S)o1	-4	-6	7	-3	0	·	2
C[C@@H]1CN([C@@H](C)CO)C(=O)Cc2cc(N(C)C)ccc2O[C@@H]1CN(C)Cc1ccc(C(F)(F)F)cc1	2	7	56	-3	9	·	-3[16.7 µM]
O=C(CCCC(=O)N(CC(=O)NC1CCCC1)c1cccc(F)c1)Nc1ccccn1	0	-8	17	2	-2	-3	-7
Cc1ccc(-c2nnc(SCC(=O)Nc3ccc(N4CCOCC4)cc3)o2)cc1	·	-9	-4	-3	-4	·	·
O=C(N[C@H]1CC[C@@H](CC(=O)N2CCc3ccccc3C2)O[C@H]1CO)C1CC1	-5	-6	4	4	-1	2	·
O=C(Cc1ccc(Cl)cc1)Nc1cccc(S(=O)(=O)N2CCCCC2)c1	2	-2	18	-3	0	-2	7
O=C(N1CCN(CCO)CC1)N1c2ccccc2CCc2ccccc21	-3	-8	-5	-4	-3	-2	3
Cc1cc(N2CCN(C)CC2)ccc1NC(=O)c1cccc(S(=O)(=O)N2CCc3ccccc3C2)c1	1	4	1	2	3	3	-8
CCCNC(=O)[C@@H]1[C@@H](CO)[C@@H]2Cn3c(ccc(C4=CCCCC4)c3=O)[C@H]1N2CCC	3	3	5	3	0	-14	-3[16.7 µM]
COc1cc(C(=O)Nc2ccc(S(=O)(=O)Nc3cc(C)on3)cc2)cc(OC)c1OC	·	-1	-12	-8	0	·	0
O=C(CCCOc1ccc(Cl)cc1Cl)NNC(=O)C1CCC1	4	-5	·	·	0	-3	0
O=Cc1c(NCc2ccco2)nc2ccccn2c1=O	2	3	·	·	·	-1	·
